eIF4E-4G inh = eIF4E/eIF4G interaction inhibition in translation initiation | TR-FRET eIF4E-eIF4GI(517-606) binding, 2 h | hit rate 0.37% among 220,000 | inhibition, % at 21.7 µM;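 active = inhibition above about 30%, limit read from the data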;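 note: 0% = full FRET control wells and 100% = background wells lacking eIF4GI fragment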
Target sequence (P63073 whole entry, looked up, the tested form may be a part): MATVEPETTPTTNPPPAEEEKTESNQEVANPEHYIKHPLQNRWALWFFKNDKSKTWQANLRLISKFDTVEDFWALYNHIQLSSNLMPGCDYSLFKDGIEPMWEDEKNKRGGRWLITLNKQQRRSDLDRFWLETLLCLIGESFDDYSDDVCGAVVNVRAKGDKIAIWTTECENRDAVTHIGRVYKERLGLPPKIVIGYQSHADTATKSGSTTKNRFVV
Target sequence (Q04637 whole entry, looked up, the tested form may be a part): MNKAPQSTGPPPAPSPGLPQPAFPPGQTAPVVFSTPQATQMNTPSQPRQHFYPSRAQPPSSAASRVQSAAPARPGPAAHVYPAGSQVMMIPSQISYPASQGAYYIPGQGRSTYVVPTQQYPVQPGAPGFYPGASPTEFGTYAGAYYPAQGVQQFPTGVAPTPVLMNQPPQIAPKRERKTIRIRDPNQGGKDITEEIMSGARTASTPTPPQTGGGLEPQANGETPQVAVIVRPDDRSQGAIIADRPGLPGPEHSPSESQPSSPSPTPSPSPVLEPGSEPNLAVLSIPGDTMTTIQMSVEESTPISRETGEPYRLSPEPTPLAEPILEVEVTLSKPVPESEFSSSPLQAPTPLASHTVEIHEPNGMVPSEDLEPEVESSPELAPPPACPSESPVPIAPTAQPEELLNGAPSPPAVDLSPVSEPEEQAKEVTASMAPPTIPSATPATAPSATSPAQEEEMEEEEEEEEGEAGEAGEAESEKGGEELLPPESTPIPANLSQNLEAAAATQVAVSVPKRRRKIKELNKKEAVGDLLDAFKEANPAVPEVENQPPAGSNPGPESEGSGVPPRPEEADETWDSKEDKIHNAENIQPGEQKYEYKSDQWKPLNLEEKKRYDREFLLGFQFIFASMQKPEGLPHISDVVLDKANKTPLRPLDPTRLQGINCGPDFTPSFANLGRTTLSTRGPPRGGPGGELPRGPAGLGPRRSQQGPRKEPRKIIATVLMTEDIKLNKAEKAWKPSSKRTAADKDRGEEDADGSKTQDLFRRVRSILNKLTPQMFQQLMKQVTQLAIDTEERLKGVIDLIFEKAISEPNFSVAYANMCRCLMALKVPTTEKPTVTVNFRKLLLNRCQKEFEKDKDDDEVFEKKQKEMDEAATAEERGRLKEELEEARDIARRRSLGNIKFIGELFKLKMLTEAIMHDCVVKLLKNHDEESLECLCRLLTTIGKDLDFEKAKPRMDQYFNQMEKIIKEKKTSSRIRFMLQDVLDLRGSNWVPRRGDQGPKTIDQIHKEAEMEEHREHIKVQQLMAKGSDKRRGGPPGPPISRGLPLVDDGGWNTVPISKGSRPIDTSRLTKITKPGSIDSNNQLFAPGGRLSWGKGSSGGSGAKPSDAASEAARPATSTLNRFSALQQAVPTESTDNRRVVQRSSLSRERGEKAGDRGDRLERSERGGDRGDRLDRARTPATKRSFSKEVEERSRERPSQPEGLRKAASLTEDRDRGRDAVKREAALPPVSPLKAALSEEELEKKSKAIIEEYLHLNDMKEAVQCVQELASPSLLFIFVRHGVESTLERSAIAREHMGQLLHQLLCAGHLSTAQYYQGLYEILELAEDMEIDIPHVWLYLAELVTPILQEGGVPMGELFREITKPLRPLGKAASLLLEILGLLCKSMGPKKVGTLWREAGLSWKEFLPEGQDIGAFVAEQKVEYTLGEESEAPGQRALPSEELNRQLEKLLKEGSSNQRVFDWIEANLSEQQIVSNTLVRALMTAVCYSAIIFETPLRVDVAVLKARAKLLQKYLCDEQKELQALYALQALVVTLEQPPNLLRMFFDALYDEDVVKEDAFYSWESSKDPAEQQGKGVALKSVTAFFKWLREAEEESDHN
Mdm2 ligase inh = blocks human Mdm2 ubiquitin ligase activity. Q00987. cell-based MDM2 ubiquitination luciferase reporter, 2 h; 0 = plate control, 100 = twice control, blank-subtracted. signal enhancement, % at 5 µM. hit rate 0.11% among 210,000. AID 1230;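 active = signal enhancement of 30% or more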;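 note: luminescence tracks abundance of the self-degrading MDM2-luciferase fusion protein; higher signal means inhibition of MDM2 E3 ligase activity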
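Material: stable MDM2–luciferase fusion reporter cells / Quantity: 2000 cells/well / Dosing: single 5 µM compound dose, 0.2% final DMSO / Buffer or medium: DMEM / Schedule: 4 h cell settling then 2 h compound exposure, 37 °C / Detection: luminescence with SteadyLite reagent, 15 min at room temperature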
Ba/F3 V617F tox = reduce viability of Ba/F3 cells dependent on JAK2V617F | hit rate 1.1% among 220,000 | Ba/F3 EpoR-JAK2V617F viability, ATP luminescence | inhibition, % at 5.6 µM;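 active = inhibition above the campaign mean plus 3 SD over all tested compounds, cut at about 24% in these data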;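 note: cytokine-independent growth of Ba/F3 cells driven by EpoR plus mutant JAK2; 0% = DMSO-treated cells and 100% = JAK inhibitor I control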
S1P4 ag = activates the human S1P4 receptor; S1P4-expressing cell line, agonist reporter assay; activation, % at 4.98 µM; hit rate 0.35% among 220,000; AID 1509; in the data active = activation above about 11%;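 note: 0% = DMSO vehicle and 100% = reference agonist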
NPY-Y2 PAM-ag = potentiates or activates human NPY-Y2 receptor. P49146. cells expressing NPY-Y2, potentiator/agonist read-out. activation, % at 3.6 µM. hit rate 0.45% among 220,000; in the data active = activation above about 27%;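 note: cells stimulated with NPY near EC25 plus isoproterenol at EC100; 0% = vehicle plus submaximal agonist and 100% = vehicle plus saturating agonist; some results beyond the cut were filed as inactive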
Wee1 degr inh = blocks degradation of human Wee1 kinase; HeLa Luc-Wee1K328M stability, luciferase luminescence; 100% = proteasome inhibitor MG132 effect; P30291; AID 1321; hit rate 1.2% among 220,000; reporter increase, % at 5 µM;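 active = activation above the mean of all tested compounds plus 3 SD, set per screening run, cut at about 8.8% in these data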;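 note: cells exposed to compound for 20 h before luminescence read; 0% = DMSO alone and 100% = MG132 at 30 µM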
S1P4 antagonist = human S1P4 receptor antagonism; O95977; S1P4-expressing cells, antagonist mode, reporter read-out; inhibition, % at 4.98 µM; hit rate 0.26% among 220,000; in the data active = inhibition above about 29%;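 note: 0% = wells stimulated with agonist and 100% = vehicle wells without agonist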
BaF3 parental = parental Ba/F3 viability inhibition as JAK2V617F counter-screen; inhibition, % at 5.6 µM; hit rate 1.1% among 220,000; CellTiter-Glo ATP luminescence;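 active = inhibition above a per-campaign cutoff, the mean inhibition of all tested compounds plus 3 SD, cut at about 27% in these data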;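 note: 0% = DMSO wells and 100% = JAK Inhibitor I control wells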
PERK inh = blocks human PERK kinase. Q9NZJ5. CHO PERK-DD fusion, SEAP luminescence translation reporter. inhibition, % at 5.6 µM. hit rate 0.17% among 220,000. AID 1416;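 active = inhibition above the mean inhibition of all tested compounds plus 3 SD, set separately per screening campaign, cut at about 2.9% in these data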;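 note: PERK kinase domain activated by AP20187 dimerizer at 100 nM; 0% = DMSO with dimerizer and 100% = rapamycin at 8.4 µM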
* marks the source's active call; other numbers are inactive results; . = no result given; & = joins results of further samples; [ ] = remark or other dose. The list is partial, so the mix of outcomes need not match the whole.

SMILES	eIF4E-4G inh	Mdm2 ligase inh	Ba/F3 V617F tox	S1P4 ag	NPY-Y2 PAM-ag	Wee1 degr inh	S1P4 antagonist	BaF3 parental	PERK inh
CC1CCC[C@H](O)CCCCCc2cc(O)cc(O)c2C(=O)O1 (stereo partly drawn)	2&3	.	1&3	-0.4&0.2	-3&2	3&3	1&-8	-9&7	1.3&-0.1
CCOC(=O)C1=C(NC(=S)NC(=O)c2ccccc2)c2ccccc2CC12CCCC2	15	-12	-5	-1.2	2	3	1	3	0.0
CCc1ccc(N2C(=O)NC(=O)/C(=C\c3cccn3CCOc3ccc(C(C)C)cc3)C2=O)cc1	-3	-13	1	0.1	7	0	-4	6	0.1
N#CC(C#N)=Cc1cccnc1	-1	-8	-3	0.0	1	1	-17	-2	0.2
O=c1[nH]c(=S)[nH]c(O)c1N=Nc1ccc2c(c1)OCCO2	1	-36	7	0.7	6	1	-10	9	0.1
O=C(c1c[nH]cc1-c1ccccc1)c1cccc2ccccc12	2[fluorescence artefact?]	1	0	-2.0	13	2	8	5	1.0
Cc1nn(-c2ccccc2)c2c1C(c1ccc3c(c1)OCO3)SCC(=O)N2 (stereo not drawn)	-9	-9	-2	-1.9	5	-2	3	3	0.0
COc1ccc(Oc2cc(NC(=O)c3nn(C)cc3[N+](=O)[O-])cc([N+](=O)[O-])c2)cc1	-3	-24	63*	-0.2	-4	8	86*	42*	-2.1
O=C(c1ccccc1)C(CN1CCCC1)c1ccccc1 (stereo not drawn)	3	-10	1	0.1	2	-2	0	0	-0.4
Cc1ccccc1NC1=NCC(C)S1 (stereo not drawn)	-2	-1	-3	-0.3	16	1	-15	-2	1.0
Cc1ccc(-n2c(-c3ccc([N+](=O)[O-])cc3)nc3ccccc3c2=O)cc1	5[fluorescence artefact?]	-13	-4	1.6	9	7	-2	0	-0.3
Cc1ccccc1CN1CCN(c2ccc(Cl)cc2)CC1	3	-2	-4	0.6	-1	4	-13	4	1.9

Record cards (already shown):
Shown for N#CC(C#N)=Cc1cccnc1 = eIF4E-4G inh = -1; Mdm2 ligase inh = -8; Ba/F3 V617F tox = -3; S1P4 ag = 0.0; NPY-Y2 PAM-ag = 1; Wee1 degr inh = 1; S1P4 antagonist = -17; BaF3 parental = -2; PERK inh = 0.2
Shown for O=C(c1ccccc1)C(CN1CCCC1)c1ccccc1 (stereo not drawn) = eIF4E-4G inh = 3; Mdm2 ligase inh = -10; Ba/F3 V617F tox = 1; S1P4 ag = 0.1; NPY-Y2 PAM-ag = 2; Wee1 degr inh = -2; S1P4 antagonist = 0; BaF3 parental = 0; PERK inh = -0.4

(listing goes on)
SMILES	eIF4E-4G inh	Mdm2 ligase inh	Ba/F3 V617F tox	S1P4 ag	NPY-Y2 PAM-ag	Wee1 degr inh	S1P4 antagonist	BaF3 parental	PERK inh
CSc1nc2ccccc2c(=O)n1-c1cccnc1	3	-7	-2	1.1	3	-3	-3	2	-0.2
COc1ccc(-n2c(O)c(C(C)=NCc3ccco3)c(=O)[nH]c2=O)cc1	1	-7	0	1.3	20	-4	-5	4	0.7
CCCC(=O)C1C(=O)NC(=O)NC1=O	.	-21	1	2.0	-5	-1	-3	-1	-0.7
CCCC(=O)N(C)C1=Nc2ccc(Cl)cc2C(c2ccccc2)=[N+]([O-])C1	0	.	-6	-0.5	1	-2	-12	-3	-0.1
O=C1CC(N2CC=C(c3ccc(F)cc3)CC2)C(=O)N1c1ccc(F)cc1 (stereo not drawn)	4	14	3	1.2	5	-2	-22	1	-0.7
O=C(CN1CC(c2ccccc2)CC1=O)Nc1ccc(F)cc1 (stereo not drawn)	0	-10	1	-0.4	-2	-1	-5	5	1.4
CSCCC(N=Cc1c(O)n(-c2ccc(F)cc2)c(=O)[nH]c1=O)C(=O)OC(C)(C)C (stereo not drawn)	4[fluorescence artefact?]	-2	-1	1.2	14	-1	-6	3	-0.6
CNCCCc1ccccc1	-3	0	-2	-0.2	-10	-2	-13	6	0.9
CCCCn1c(O)c(C(CC)=NCc2ccc(F)cc2)c(=O)[nH]c1=O	1	-17	-2	-1.1	-3	-1	-3	1	-0.7
COc1ccc(O)c(CN2CCCC(C(=O)c3sccc3C)C2)c1 (stereo not drawn)	-1	-5	2	4.7	-14	0	-2	3	-1.0
CCOC(=O)C(O)(c1ccc(NC(=O)c2ccc(Cl)c(Cl)c2)cc1)C(F)(F)F (stereo not drawn)	3	-15	0	-1.1	-2	0	-9	7	0.2
COc1ccc(CC2C(=O)N(C)C(=O)N(C)C2=O)c(OC)c1	8	-19	-3	-1.2	9	1	-23	8	0.5
O=C(c1cccc(C(F)(F)F)c1)C1CCCN(Cc2ncc[nH]2)C1 (stereo not drawn)	0	4	-2	0.3	6	-1	-18	4	0.3
CSc1ncc(CN2CCCC(C(=O)c3ccccc3SC)C2)cn1 (stereo not drawn)	-5	-6	-1	-0.9	-13	-1	3	2	-1.4
O=C(COC(=O)Cc1ccccc1)Nc1ncc(Cl)cc1Cl	-3	-13	-4	0.4	13	-2	-2	5	1.0
NCCNc1ccc([N+](=O)[O-])c2cccnc12	1	-2	1	-0.4	-11	3	-21	5	0.8
COc1ccccc1NC1=NCCS1	5	-10	3	1.6	-4	0	-1	3	-0.3
CSc1ccc(C(c2c(O)c3ccccc3oc2=O)c2c(C)n(C)n(-c3ccccc3)c2=O)cc1 (stereo not drawn)	-4	-1	2	0.0	-7	0	-10	6	1.6
CC(C)NCC(O)c1ccc(C2CCCC2)cc1 (stereo not drawn)	16	-4	-1	3.5	20	-1	-10	8	0.5
CCOc1cccc(CNC2CN3CCC2CC3)c1 (stereo not drawn)	-1	-5	5	-1.2	-11	-1	-2	10	-1.2
Clc1cccc(Cl)c1CN1CCN(c2ccccc2)CC1	11	-11	-4	2.4	5	-1	2	4	1.0
CCOC(=O)c1c(C)n(Cc2ccc3c(c2)OCO3)c2ccc(O)cc12	3	0	0	-0.6	-5	0	-13	4	-0.6
N#CC1(c2ccccc2)CCN(C2CC(=O)N(c3cccc(F)c3)C2=O)CC1 (stereo not drawn)	-1	1	3	0.2	-11	2	-14	9	0.8
CCCCC(=O)N/N=C/c1c(O)n(CCC2=CCCCC2)c(=O)[nH]c1=O	4	-4	0	1.3	-17	7	-1	-3	0.6
CN1CCN(Cc2cn3cccnc3n2)CC1	6	-3	-4	-0.2	0	1	-5	4	0.6
CCC(=O)c1cn(Cc2ccc(C#N)cc2)c2ccccc12	6	-21	-5	0.3	-7	-2	-13	-1	-2.2
O=C(c1ccc2c(=O)n(Cc3ccc4c(c3)OCO4)c(=S)[nH]c2c1)N1CCC2(CC1)OCCO2	2	-8	2	2.1	7	-3	-4	5	1.2
Cc1ccc2c(c1)C1CN(C)CCC1N2C(=O)COc1ccc(S(=O)(=O)N2CCOCC2)cc1 (stereo not drawn)	0	-12	-1	-0.4	8	-1	-2	0	0.0
O=C(c1ccc(Cl)cc1)C1CCCN(Cc2ccc3c(c2)OCCO3)C1 (stereo not drawn)	2	15	1	1.3	-33	0	3	6	0.1
O=C(N/N=C/c1c(O)n(-c2ccccc2)c(=O)[nH]c1=O)c1ccncc1	7[fluorescence artefact?]	-8	1	0.5	14	-1	2	6	-0.1
Cc1ccc(CN(Cc2ccccc2)C(=S)NCC(=O)N2CCC3(CC2)OCCO3)o1	80*	-17	1	-1.8	-1	3	1	6	-1.1
C=CCn1c(O)c(C(C)=Nc2ccc3c(c2)CCC3)c(=O)[nH]c1=O	2	-9	2	0.4	2	-3	-14	1	-0.1
CC12CN3CN(C1)CC(C)(C3)C2=NO	15	7	0	0.1	15	-3	2	3	1.2
CC1=NOC2(C)Nc3ncnn3C(c3ccccc3)C12 (stereo not drawn)	2	-6	-3	0.0	7	-2	-1	2	1.4
O=c1[nH]c(=O)n(C2CCCCC2)c(O)c1/C=N/N1CCCCC1c1cccnc1 (stereo not drawn)	1	-13	-5	1.1	-3	0	-13	0	-1.6
CNCCc1c(C)n[nH]c1C	3	1	-4	-0.1	13	-2	-16	-1	1.5
Cc1ccc(C(C)C)c(OCC(=O)N2CCN(Cc3nc4cc([N+](=O)[O-])ccc4n3C)CC2)c1	0[fluorescence artefact?]	-18	5	-1.6	12	6	-9	9	-0.8
CCC(=O)O[C@@H]1[C@@H](OC(C)=O)[C@@]2(O)C(C[C@H](O)C2(C)C)[C@](C)(O)[C@H]2CC[C@@H]3[C@@H](O)[C@]12C[C@@]3(C)O (stereo partly drawn)	-4	.	0	2.5	9	-1	-7	7	0.8
O=C1CCCN1c1ccc(S(=O)(=O)O)cc1 (tested in a mixture with another compound)	-2	-1	-2	2.0	17	-1	-15	5	1.0
COc1ccc(N/N=C/c2c(O)n(-c3ccc(C)c(C)c3)c(=O)[nH]c2=O)cc1	5	2	0	1.2	2	-4	-11	4	0.0
Cc1sc(-n2c(C)cc(C=C3C(=O)NC(=O)NC3=O)c2C)c(C#N)c1C	3	6	0	1.5	-11	4	-16	4	1.0
O=C(c1cc2cc3ccc(Cl)cc3nc2o1)N1CCC2(CC1)OCCO2	0	-11	-3	0.8	0	-4	-7	3	1.0
CCN1CCN(c2nc3c(c(=O)[nH]2)CCCC3)CC1	4[fluorescence artefact?]	-18	-2	1.0	-3	-1	-11	5	1.3
CCN(CC)C(=O)c1ccc(NC(=O)c2ccc(-c3nn(C)c(=O)c4ccccc34)cc2)cc1	2	-11	1	1.0	1	-1	-12	4	1.2
CCN1CCN(C(=O)Cc2coc3ccc4ccccc4c23)CC1	5	-3	-4	-5.0	13	0	1	4	-0.6
N=C1c2ccccc2CN1c1cccc([N+](=O)[O-])c1	1	-6	-1	0.9	5	0	-10	5	0.5
Fc1ccc(Cn2nnnc2CN2CCC(n3nnc4cc(C(F)(F)F)ccc43)CC2)cc1	2	.	6	-0.3	-14	-1	2	-9	0.9
CCCCC(=O)C1C(=O)NC(=O)NC1=O	3	-21	-3	-0.1	11	-2	-3	-1	1.7
CCC(=NCCC(c1ccccc1)c1ccccc1)c1c(O)[nH]c(=O)[nH]c1=O	19[fluorescence artefact?]	-2	-4	-0.9	-7	0	-9	-1	0.1
COCCCn1c(-c2ccc(OC)cc2)cc(C(=O)NC2CCCCCCC2)c1C	0	-4	1	0.6	4	2	-35	2	-0.9
O=C(CN1CCCC1=O)N1CCOCC1	0	-20	-1	0.7	7	0	0	3	0.5
COc1ccc(-n2c(O)c(C=NCc3ccc4c(c3)OCO4)c(=O)[nH]c2=O)cc1	-5	-6	-1	0.6	0	2	9	0	0.2
COc1ccc(OC)c(N2C(=O)NC(=O)C3(Cc4cc(C)ccc4N(C)C3)C2=O)c1 (stereo not drawn)	1	-13	-4	1.1	-2	1	-27	-1	-0.6
O=C(c1ccc2c(c1)ncn2-c1ccc(F)cc1F)N1CCC2(CC1)OCCO2	1	-2	1	-1.4	1	-2	-4	7	0.8
CC(C)C(C)(NC(=O)c1cccn(Cc2ccc3c(c2)OC(F)(F)O3)c1=O)C(N)=O (stereo not drawn)	0	-5	-2	3.4	10	2	0	4	1.2
CCC(C)N1CCN(C(=O)Cc2ccccc2)CC1 (stereo not drawn)	0	.	-1	-0.2	1	-1	3	4	0.8
CCC(C)C1(CC)C(=O)NC(=O)N=C1N (stereo not drawn)	0	-15	-4	-0.6	-1	-1	-46	-1	1.3
